LYP phosphatase: inhibition of human PTPN22 tyrosine phosphatase – biochemical, DiFMUP fluorescence, recombinant catalytic domain, 10 µM, primary screen (AID 606); recombinant LYP catalytic domain, DiFMUP fluorescence; higher % means a stronger effect; inhibition, % at 10 µM; hits with a dose series show IC50 in µM; 52,000 tested, under 10 active;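 active = IC50 under 40 µM in the dose-response test; inactive = IC50 of 40 µM or more, or never dose-tested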
MK inhibit: inhibitors of Streptococcus pneumoniae mevalonate kinase. purified MK, PK/LDH-coupled NADH absorbance 340 nm. inhibition, % at 10 µM. 65,000 tested, 0.48% active;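 active = ranked among the strongest by inhibition in the single 10 µM screen, a fixed top-ranked set picked for dose follow-up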; also: no value below 0 was filed
PMK inhibit: inhibitors of Streptococcus pneumoniae phosphomevalonate kinase; purified PMK, PK/LDH-coupled NADH absorbance 340 nm; inhibition, % at 10 µM; 65,000 tested, 0.49% active;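 active = top-ranked compounds by inhibition in the single 10 µM screen, taking a fixed number of the strongest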;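 also: 0% = full reaction with DMSO carrier and 100% = background rate without enzyme reaction; no value below 0 was filed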
HPDE-C7 cytotoxicity: cytotoxicity in HPDE-C7 cells, cell-based, fluorescence, HTS (AID 430). cytotoxicity, % at 10 µM, or EC50 in µM where a hit was titrated. HPDE-C7 pancreatic duct cells viability, fluorescence; higher % means a stronger effect. 63,000 tested, 1.8% active;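 also: cells exposed to compound for 48 hours before viability readout; 0% = vehicle and 100% = reference cytotoxic drug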
Spn DPM-DC inh: inhibitors of Streptococcus pneumoniae diphosphomevalonate decarboxylase | purified DPM-DC, PK/LDH coupled NADH fluorescence | calls only at 10 µM | 65,000 tested, 0.49% active | AID 556;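 active = the 320 compounds with the highest percent inhibition in the single-dose primary screen, excluding strongly autofluorescent ones, cut at about 32% in these data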;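 also: kinetic rate of NADH fluorescence loss reporting ADP formed by the decarboxylase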
TNAP inhibition: human TNAP enzyme inhibitors, biochemical, luminescent (AID 518). inhibition, % at 20 µM, or IC50 in µM where a hit was titrated. purified TNAP enzyme, luminescent substrate readout; higher % means a stronger effect. 64,000 tested, 0.09% active; in the data active = a potency from the dose series; inactive = the rest, 99 in 100 with inhibition below about 22%;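 also: plate controls were vehicle for no effect and reference inhibitor for full effect; many of its hits are not listed in these tables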
HT1080 viability: HT1080 cell viability loss – fluorescence readout (AID 620). HT1080 viability, fluorescence; higher % means a stronger effect. cytotoxicity, % at 10 µM, or EC50 in µM where a hit was titrated. 87,000 tested, 0.42% active;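 also: cells exposed to compound overnight then 4 h with Alamar Blue; 0% = vehicle DMSO and 100% = killing control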
HPDE-C7K KRASV12: cytotoxicity in KRAS-transformed pancreatic duct cells, primary screen, cell-based, fluorescence, HTS (AID 431); 63,000 tested, 1.7% active; cytotoxicity, % at 10 µM, or EC50 in µM where a hit was titrated; HPDE-C7K KRASV12 cells, Alamar Blue viability, 48 h; higher % means a stronger effect;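 active = compounds whose percent cytotoxicity in the single-dose primary screen, scaled between solvent and toxic-drug controls, exceeds 50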;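 also: 0% = DMSO solvent wells and 100% = doxorubicin-treated wells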
Bfl-1 inhibitors: Bfl-1 inhibitors, primary screen, biochemical, fluorescence polarization, FITC-Bid, mouse (AID 432) | 64,000 tested, 0.02% active | FITC-Bid BH3 peptide fluorescence polarization displacement; higher % means a stronger effect | displacement, % at 20 µM; hits with a dose series show IC50 in µM; in the data active = a potency from the dose series; inactive = the rest, 99 in 100 with displacement below about 15%; also: strong numbers were not always called active
PMK inhibit pilot replicates: also measured in PMK inhibit; calls as there; inhibition, %; measured here: pilot screen replicates
MK inhibit pilot replicates: recorded beside MK inhibit, whose call it bears; inhibition, %; measured here: pilot screen replicates
Spn DPM-DC inh pilot screen %: recorded beside Spn DPM-DC inh, whose call it bears; inhibition, %; measured here: pilot screen trials
* marks the source's active call; other numbers are inactive results; i = inactive; nt = not tested or not shown. Rule as the data show it, unless noted: active = cytotoxicity above about 50%; inactive = the rest. Rows are unselected; any-hit rate near 3.6%.

SMILES | LYP phosphatase | MK inhibit | PMK inhibit | HPDE-C7 cytotoxicity | Spn DPM-DC inh | TNAP inhibition | HT1080 viability | HPDE-C7K KRASV12 | Bfl-1 inhibitors | others
COc1ccc2c(c1)OC13CCN(C)CC1C2C(C(=O)c1ccc(F)cc1)C(=O)N3 (stereo unspecified) | 0% | 6 | 8 | 8% | i | 8% | 2% | 7% | 2%
Cc1noc(C)c1CSc1ncnc2ccccc12 | nt | 0 | 10 | 5% | i | 3% | 3% | 19% | -5%
Cc1cc(N2CCCC2)n2nc(C)nc2n1 | 11% | 6 | 5 | 3% | i | 3% | -1% | 7% | -4%
COc1ccc(C(=O)Cn2nnc(-c3cccs3)n2)cc1 | 8% | 0 | 2 | 5% | i | 20% | -7% | -4% | 3% | PMK inhibit pilot replicates=4.0;MK inhibit pilot replicates=0.0;Spn DPM-DC inh pilot screen %=2.0
O=C(c1ccc(S(=O)(=O)N2CCC(c3nc4ccccc4s3)CC2)cc1)N1CCOCC1 | -5% | 0 | 3 | 1% | i | 12% | -4% | -1% | 4% | PMK inhibit pilot replicates=6.5;MK inhibit pilot replicates=0.0;Spn DPM-DC inh pilot screen %=1.5
COCCCNC(=O)CCC(=O)Nc1ccc2nc(N3CCOCC3)cc(C)c2c1 | 9% | 9 | 8 | -18% | nt | -4% | 8% | -10% | -8%
CSc1nsc(SCC(=O)Nc2cccc(C(C)=O)c2)n1 | -5% | 6 | 6 | -41% | i | 9% | 7% | -18% | -5%
N#Cc1cnc(SCC(=O)Nc2ccccc2C(F)(F)F)nc1N | nt | 6 | 9 | -1% | i | 11% | 1% | -4% | -6% | PMK inhibit pilot replicates=3.5;MK inhibit pilot replicates=0.5;Spn DPM-DC inh pilot screen %=0.0
NC(=O)c1ccsc1NC(=O)CN1C(=O)C2CC=CCC2C1=O (stereo unspecified) | -6% | 2 | 0 | 6% | i | 10% | 10% | -4% | 0%
C/C(N)=C(/C#N)C(=O)COC(=O)CCSc1ccccc1 | -15% | 0 | 0 | 6% | i | -6% | 6% | 9% | 1% | PMK inhibit pilot replicates=0.0;MK inhibit pilot replicates=1.0;Spn DPM-DC inh pilot screen %=1.5

Structural class, those above containing an aryl thioether with sulfur outside any ring
SMILES | LYP phosphatase | MK inhibit | PMK inhibit | HPDE-C7 cytotoxicity | Spn DPM-DC inh | TNAP inhibition | HT1080 viability | HPDE-C7K KRASV12 | Bfl-1 inhibitors | others
Cc1noc(C)c1CSc1ncnc2ccccc12 | nt | 0 | 10 | 5% | i | 3% | 3% | 19% | -5%
CSc1nsc(SCC(=O)Nc2cccc(C(C)=O)c2)n1 | -5% | 6 | 6 | -41% | i | 9% | 7% | -18% | -5%
N#Cc1cnc(SCC(=O)Nc2ccccc2C(F)(F)F)nc1N | nt | 6 | 9 | -1% | i | 11% | 1% | -4% | -6% | PMK inhibit pilot replicates=3.5;MK inhibit pilot replicates=0.5;Spn DPM-DC inh pilot screen %=0.0
C/C(N)=C(/C#N)C(=O)COC(=O)CCSc1ccccc1 | -15% | 0 | 0 | 6% | i | -6% | 6% | 9% | 1% | PMK inhibit pilot replicates=0.0;MK inhibit pilot replicates=1.0;Spn DPM-DC inh pilot screen %=1.5

(further entries)
SMILES | LYP phosphatase | MK inhibit | PMK inhibit | HPDE-C7 cytotoxicity | Spn DPM-DC inh | TNAP inhibition | HT1080 viability | HPDE-C7K KRASV12 | Bfl-1 inhibitors | others
Cc1cccc(C)c1NC(=O)CCCSc1nnc(-c2ccco2)n1-c1ccccc1 | nt | 4 | 4 | -2% | i | 3% | 0% | 14% | 2%
CCOC(=O)Cn1nnnc1C(CC)N(Cc1cccs1)Cc1cc2cc(C)ccc2[nH]c1=O (stereo unspecified) | 15% | 7 | 10 | 8% | i | 2% | -8% | -3% | 1%
CCOC(=O)C1CCN(c2nc(C)nc3c2oc2ccccc23)CC1 | nt | 14 | 0 | -21% | i | 2% | -7% | -20% | -8%
CCOC(=O)c1c(NC(=O)CSc2nc3cccnc3n2C)sc(C(C)=O)c1C | 0% | 9 | 17 | 4% | i | 6% | 16% | 13% | -8%
Cc1ccc(C(=O)NC=C(Cl)Cl)cc1 | 6% | 9 | 13 | 3% | i | 9% | -5% | 10% | -7%
COc1ccc(-c2noc(-c3ccc(Cl)cc3)n2)cc1 | 13% | 4 | 2 | -4% | i | 8% | -5% | -4% | 27%
CCn1cnc2c1c(=O)n(Cc1csc(-c3ccccc3)n1)c(=O)n2Cc1ccccc1 | -5% | 4 | 8 | 35% | i | 7% | 16% | 49% | -6%
CCOC(=O)CCNC(=O)CNC(=O)OCc1ccccc1 | nt | 1 | 12 | -4% | i | 6% | -10% | -17% | 5%
CCCNS(=O)(=O)c1ccc(CCC(=O)NCc2cccnc2)cc1 | nt | 7 | 6 | -4% | i | 6% | -4% | -1% | 0%
Cc1ccc2c(c1)nnn2C1CCN(CC(=O)N2c3ccccc3CC2C)CC1 (stereo unspecified) | -5% | 5 | 5 | 2% | i | 10% | 24% | 4% | -35%
CCOC(=O)N1CCN(C(=O)C(CC)n2nc(C)c3sc4ccccc4c3c2=O)CC1 (stereo unspecified) | 7% | 0 | 9 | -10% | i | 8% | -5% | 0% | -5%
CC(C)(C)C(=O)NC1(C(F)(F)F)C(=O)Nc2c1c(=O)[nH]c(=O)n2Cc1ccco1 (stereo unspecified) | 1% | 12 | 15 | -11% | i | 7% | 0% | -3% | -5%
COc1cc(C2Nc3ccccc3C(=O)N2c2ccccc2OC)ccc1O (stereo unspecified) | 6% | 2 | 12 | -15% | nt | 2% | -1% | -26% | 9%
CN(C)CCCN(CCCNC(=O)/C=N/O)Cc1ccccc1 | 4% | 0 | 8 | 2% | i | 6% | -1% | 3% | -8%
COc1ccc(OC)c(C(=O)CSc2nc3cccnc3n2C)c1 | 2% | 7 | 0 | 15% | i | 4% | 14% | 6% | 1%
CCOc1ccc(S(=O)(=O)N2Cc3ccccc3CC2C(=O)NCCCn2ccnc2)cc1 (stereo unspecified) | nt | 0 | 6 | 2% | i | -2% | 4% | 6% | -7%
CC1(C)CC(=O)C=C(NCCN2CCN(C(=O)Nc3ccc(Cl)cc3)CC2)C1 | 12% | 10 | 10 | -17% | i | 14% | -6% | 0% | 4%
Cc1ccc(NC(=O)CN2C(=O)C(C)Oc3ccccc32)nc1 (stereo unspecified) | nt | 0 | 19 | -2% | i | 17% | 5% | 4% | -4%
CCOC(=O)c1c(CNCCN(CC)CC)n(C)c2cc(Br)c(OC)cc12 | -9% | 7 | 13 | 57%* | i | 12% | 7% | 71%* | 5%
COCCn1c(SCC(=O)Nc2cc(C)cc(C)c2)nnc1C(C)C | -7% | 0 | 4 | -5% | i | -3% | -22% | -2% | -1%
Cc1noc(NS(=O)(=O)c2ccc(NC(=O)CSc3nc4c(cc3C#N)CCC4)cc2)c1C | -3% | 13 | 8 | -8% | i | 4% | -6% | -5% | 0%
CCNC(=O)COc1ccc(Br)cc1Cl | -9% | 4 | 15 | -28% | i | 21% | 6% | -27% | 9% | PMK inhibit pilot replicates=0.0;MK inhibit pilot replicates=0.0;Spn DPM-DC inh pilot screen %=4.0
CCCCN(C(=O)NC(=O)Nc1ccccc1OC)S(C)(=O)=O | 12% | 5 | 6 | -3% | i | 1% | -23% | 4% | 2%
Cc1ccc(S(=O)(=O)N2CCN(S(=O)(=O)N3CCCCC3)CC2)cc1 | 4% | 2 | 0 | -34% | i | 2% | -2% | -17% | 0%
COc1ccc(OCCn2c(NC(=O)c3ccco3)nc3ccccc32)cc1 | 5% | 7 | 14 | -12% | i | -2% | 12% | -17% | 0%
CC(=O)N1CCN=C1SCc1ccccc1Cl | -7% | 12 | 0 | -12% | i | 4% | 1% | -1% | -2%
Clc1ccc(C=NC23CN4CN(CN(C4)C2)C3)cc1 | 9% | 3 | 0 | -1% | i | 4% | 35% | 1% | -2%
O=C(COC(=O)c1cccs1)NCc1ccco1 | 14% | 0 | 4 | -1% | i | 7% | 1% | -12% | -4%
CCOC(=O)c1nnn(-c2nonc2-n2cccc2)c1C | 6% | 10 | 3 | -4% | i | 3% | -4% | -6% | -3%
COc1cccc(C2CC(=O)Nc3cc(OC)c(OC)c(OC)c32)c1OC (stereo unspecified) | 1% | 0 | 15 | -21% | i | 5% | nt | -5% | 3%

Three structures already listed, ordered by molecular weight, ascending:
SMILES | LYP phosphatase | MK inhibit | PMK inhibit | HPDE-C7 cytotoxicity | Spn DPM-DC inh | TNAP inhibition | HT1080 viability | HPDE-C7K KRASV12 | Bfl-1 inhibitors | others
CC(=O)N1CCN=C1SCc1ccccc1Cl | -7% | 12 | 0 | -12% | i | 4% | 1% | -1% | -2%
COc1ccc(OCCn2c(NC(=O)c3ccco3)nc3ccccc32)cc1 | 5% | 7 | 14 | -12% | i | -2% | 12% | -17% | 0%
Cc1noc(NS(=O)(=O)c2ccc(NC(=O)CSc3nc4c(cc3C#N)CCC4)cc2)c1C | -3% | 13 | 8 | -8% | i | 4% | -6% | -5% | 0%

Random excerpt: 2 records from the list
SMILES | LYP phosphatase | MK inhibit | PMK inhibit | HPDE-C7 cytotoxicity | Spn DPM-DC inh | TNAP inhibition | HT1080 viability | HPDE-C7K KRASV12 | Bfl-1 inhibitors | others
Cc1ccc(S(=O)(=O)N2CCN(S(=O)(=O)N3CCCCC3)CC2)cc1 | 4% | 2 | 0 | -34% | i | 2% | -2% | -17% | 0%
CCNC(=O)COc1ccc(Br)cc1Cl | -9% | 4 | 15 | -28% | i | 21% | 6% | -27% | 9% | PMK inhibit pilot replicates=0.0;MK inhibit pilot replicates=0.0;Spn DPM-DC inh pilot screen %=4.0

(further entries)
SMILES | LYP phosphatase | MK inhibit | PMK inhibit | HPDE-C7 cytotoxicity | Spn DPM-DC inh | TNAP inhibition | HT1080 viability | HPDE-C7K KRASV12 | Bfl-1 inhibitors | others
CCN(CC(=O)Nc1ccc2c(c1)OCCO2)C(=O)c1cccc(S(=O)(=O)N2CCOCC2)c1 | 13% | 4 | 18 | nt | i | nt | 11% | nt | nt
O=C(CSc1nccc2ccccc12)N1CCN(c2ccccn2)CC1 | 2% | 6 | 0 | -13% | i | 6% | 4% | -12% | -4%
CC1CC(c2ccccc2)n2nc(NC(=O)c3cccs3)nc2N1 (stereo unspecified) | 6% | 2 | 0 | -13% | i | -8% | 11% | -15% | 7%
O=C(c1noc2c1CCCC2)N1CCN(C(c2ccccc2)c2ccccc2)CC1 | 2% | 9 | 7 | 5% | i | 11% | -7% | 2% | -2%
CC(C(=O)N1CCOCC1)(c1ccccc1)c1ccccc1 | 14% | 14 | 0 | -6% | i | 8% | -2% | -5% | -4%
CCCCOC(=O)Nc1nnc(-c2ccccc2OC)s1 | 10% | 10 | 2 | -2% | i | 13% | -2% | 2% | -11%
c1ccc(Cc2nnc3sc(-c4ccco4)nn23)cc1 | 8% | 5 | 5 | -10% | i | 10% | 7% | 2% | 5%
O=C(c1ccco1)N1CCN(C(=O)c2cccn3c(=O)c4c5c(sc4nc23)CCCC5)CC1 | 5% | 0 | 9 | -9% | i | 3% | 2% | -10% | 8%
COc1ccc(-c2ccc(S(=O)(=O)N3CCOCC3)cc2)cc1 | nt | 9 | 9 | 5% | i | 4% | 0% | -5% | -4%

Screening results: PubChem BioAssay, several laboratories
